Bioassay records as filed in PubChem.
FEN1 inhibitor: blocks human flap endonuclease 1 | AID 588795 | Potency, µM (series often up to 114 µM), for the others: at the highest dose activity change, negative = inhibition, usual class: inhibitors | 390,000 tested, 0.35% active | P39748 | Recombinant FEN1 flap cleavage, fluorescence, 15 min; also: nearly all actives have a fitted effect of over 65% in size
Target sequence (P39748 whole entry, looked up): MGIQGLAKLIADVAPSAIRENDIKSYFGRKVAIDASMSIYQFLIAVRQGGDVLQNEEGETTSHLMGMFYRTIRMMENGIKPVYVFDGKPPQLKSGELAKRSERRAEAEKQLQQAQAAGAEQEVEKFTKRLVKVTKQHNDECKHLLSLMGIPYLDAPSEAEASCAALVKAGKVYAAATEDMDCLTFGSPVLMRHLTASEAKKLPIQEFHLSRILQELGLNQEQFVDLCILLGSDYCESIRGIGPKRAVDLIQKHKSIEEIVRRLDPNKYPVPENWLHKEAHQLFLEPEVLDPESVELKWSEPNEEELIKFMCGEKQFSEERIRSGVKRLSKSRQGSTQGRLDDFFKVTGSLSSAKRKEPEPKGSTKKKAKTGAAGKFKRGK
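Nuclease activity of 10 nM FEN1 was measured after 15 min of room-temperature exposure to titrated compounds, by adding 50 nM flap substrate and reading plates at 0 and 15 min.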
TDP1 cell CPT: growth inhibition of DT40 Tdp1-/-;hTDP1 cells with camptothecin (screen for TDP1 inhibitors); chicken DT40 Tdp1-/-;hTDP1 cells + 20 nM CPT, ATP luminescence, 48 h; Potency, µM (series often up to 46.2 µM), without a hit: top-dose activity change, negative = growth inhibition, usual class: inhibitors; 420,000 tested, 12% active; also: nearly all actives have a fitted effect of over 55% in size
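Cell growth measured by CellTiter-Glo luminescence after a minimum 48 h, 37 C compound exposure with 20 nM CPT in Tdp1-knockout DT40 cells stably expressing hTDP1, seeded 400/well; qHTS titration format.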
KAT2A inh: GCN5L2 (KAT2A) acetyltransferase inhibition. Q92830. GCN5L2 HAT assay, ThioGlo1 CoA-SH fluorescence. Potency, µM (top dose mostly 58.9 µM), inactives show top-dose activity change, negative = inhibition, hits mostly inhibitors. 390,000 tested, 0.21% active. AID 504327
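GCN5L2 (20nM final) in 50mM HEPES, 0.1mM EDTA pH 7.5, 0.01% Tween-20 was preincubated 15 min at room temperature with compound, then given ThioGlo1 (50uM), H3(1-25) peptide (75uM) and acetyl-CoA (70uM); CoA-thiol fluorescence (Ex340/Em540) was read at 0 and 20 min.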
An asterisk follows results filed as active; ? = inconclusive; . = no result given; & = joins results of further samples. Calls follow the shape of the dose curve; as a rule, active = well fitted curve in the direction sought with a large enough effect; inconclusive = small, poorly fitted or top-dose-only effect, or another doubt; inactive = no such curve, though single readings can be large; an effect the other way counts as inactive or inconclusive. % is scaled to controls: 0 for no effect and ±100 for the full control effect; potency is read from the fitted curve at half-maximal effect. A portion of the library, so the mix of outcomes need not match the whole.

#1 Cc1cccc(NC(=O)COn2nnc3ccc(S(C)(=O)=O)cc32)c1
#2 CC(=O)Nc1ccc(S(=O)(=O)Nc2nccc(C)n2)cc1
#3 COc1ccc(C(=O)Nc2ccc(C(=O)NCC3CCCO3)cc2)c(OC)c1OC (configuration not stated)
#4 FC(F)(F)c1ccc(-c2cccc3c2C2CC3CCN2Cc2ccccc2)cc1 (configuration not stated)
#5 Cc1ccccc1NC(=O)COC(=O)c1c(-c2ccccc2)noc1C
#6 CN1C(=O)CC(C(=O)O)SC1=Nc1cc(Cl)cc(Cl)c1 (configuration not stated)
#7 C=CCN1CC[C@@H](O)C(=C)S1(=O)=O
#8 COc1cc(OC)c(C(=O)NCCCN2CCOCC2)cc1OC

assay / compound	1	2	3	4	5	6	7	8
FEN1 inhibitor	-3%	19%	-2%	2%	-13%	-2%	16%	7%
TDP1 cell CPT	4%	-1%	0%	?	-18%	-7%	-10%	-3%
KAT2A inh	-9%	0%	0%	.	3%	2%	.	-11%

#9 Clc1ccc(-n2nnnc2CN2CCOCC2)cc1Cl
#10 C#CCOCCOCCOCCNc1nc(N2CCN(C(=O)C(Cc3cc4ccccc4[nH]3)n3cc(C(N)C(C)CC)nn3)CC2)nc(N2CCN(C(=O)C(Cc3cc4ccccc4[nH]3)n3cc(C(N)C(C)CC)nn3)CC2)n1 (configuration not stated)
#11 CCOCCCN1C(=O)C(O)=C(C(C)=O)C1c1cccs1 (configuration not stated)
#12 Cn1c(=O)nc2n(-c3ccc(Br)cc3)c3cccc(Cl)c3cc-2c1=O
#13 O=C(O)c1ccc(N2C(=O)/C(=C/C=C/c3ccccc3)SC2=S)cc1
#14 COc1c(S(=O)(=O)N2CCCCC2)ccc2c(S(=O)(=O)N3CCCCC3)cccc12
#15 COc1ccc(NS(=O)(=O)c2cc(C(=O)N3CCN(C(C)=O)CC3)ccc2Cl)cc1
#16 COC(=O)CCCN=C1SCCN1Cc1ccccc1

assay / compound	9	10	11	12	13	14	15	16
FEN1 inhibitor	2%	?	1%	-15%	-7%	0%	13%	-5%
TDP1 cell CPT	-14%	16µM*	-2%	6%	13%	16µM*	-19%	1%
KAT2A inh	0%	0%	.	-4%	-2%	.	0%	-2%

#17 COc1ccc(CNC(=O)CCSCc2cccc(F)c2)cc1
#18 CC(Oc1ccc([N+](=O)[O-])cc1)C(=O)NCCCN1CCOCC1 (configuration not stated)
#19 CCCCNC(=O)C1CCCNC1=O (configuration not stated)
#20 COc1ccc2c(C)cc(SCC(=O)Nc3nsc(-c4ccc(C)cc4)n3)nc2c1
#21 Cc1ccn2cc(CCNS(=O)(=O)c3ccc([N+](=O)[O-])cc3)nc2c1
#22 CN(C)c1ccc(NC(=O)Cn2cc3c(n2)CCCC3)cc1
#23 Cc1ccc(/C=C2\SC(N3CCN(C(c4ccccc4)c4ccccc4)CC3)=NC2=O)o1
#24 CN(Cc1ccccc1)C(=O)c1ccc(CSc2nc3cccnc3n2Cc2ccccc2)cc1

assay / compound	17	18	19	20	21	22	23	24
FEN1 inhibitor	-1%	5%	0%	2%	18%	-1%	16%	9%
TDP1 cell CPT	7%	3%	-27%	-9%	-9%	?	15µM*	12µM*
KAT2A inh	-3%	-2%	0%	-3%	-7%	-4%	?	-10%

Random excerpt: five entries already listed.
#24 CN(Cc1ccccc1)C(=O)c1ccc(CSc2nc3cccnc3n2Cc2ccccc2)cc1
#18 CC(Oc1ccc([N+](=O)[O-])cc1)C(=O)NCCCN1CCOCC1 (configuration not stated)
#19 CCCCNC(=O)C1CCCNC1=O (configuration not stated)
#23 Cc1ccc(/C=C2\SC(N3CCN(C(c4ccccc4)c4ccccc4)CC3)=NC2=O)o1
#17 COc1ccc(CNC(=O)CCSCc2cccc(F)c2)cc1

assay / compound	24	18	19	23	17
FEN1 inhibitor	9%	5%	0%	16%	-1%
TDP1 cell CPT	12µM*	3%	-27%	15µM*	7%
KAT2A inh	-10%	-2%	0%	?	-3%

Following part:
#25 Cc1ccc(SCC2(O)CCN(S(=O)(=O)c3ccc(Cl)cc3)CC2)cc1
#26 CCS(=O)(=O)Nc1ccc(-c2nnc(SCC(=O)OC)o2)cc1
#27 COc1ccc(Br)cc1C(=O)Nc1ccccc1-c1ccccc1
#28 CCN(CC)CCNC(=O)c1ccc2c(c1)ncn2C1CCCCC1
#29 COC(=O)c1ccc(NC(=O)Nc2ccc(F)cc2)cc1
#30 O=C1C2CCc3ccccc3C2N1c1ccccc1 (configuration not stated)
#31 COc1ccc(O)c(-c2cc(-c3ccccc3Cl)[nH]n2)c1
#32 Cc1ccc(S(=O)(=O)N(C)C)cc1NC(=O)COC(=O)C1CC(=O)N(c2ccc3c(c2)OCCO3)C1 (configuration not stated)

assay / compound	25	26	27	28	29	30	31	32
FEN1 inhibitor	?	0%	5%	1%	0%	-7%	-21%	-2%
TDP1 cell CPT	-27%	-5%	?	-13%	18µM*	-4%	?	5%
KAT2A inh	-11%	-2%	8%	-9%	0%	-3%	?	0%

#33 COc1ccccc1N1C(N)=NC(N)=NC1(C)C
#34 Cc1ccc(N2C(=O)[C@@H]3[C@H](C2=O)[C@H]2C=CC=NN2[C@@H]3C(=O)Nc2ccc(Cl)cc2)cc1
#35 O=C(O)c1cnn(-c2ccccc2)c1C(F)(F)F
#36 Cc1ccc(C(=O)Nc2nc(C)c(C(=O)N(C)C)s2)o1
#37 COc1ncc2nc(-c3ccc(F)cc3)c(=O)n(Cc3ccc(F)cc3)c2n1
#38 CC(C)[C@H](NC(=O)NC1CCCc2ccccc21)C(=O)O (some centres not stated)
#39 CCC(C)n1c(SCC(=O)Nc2ccc3[nH]c(=O)[nH]c3c2)nc2ccccc2c1=O (configuration not stated)
#40 CCOc1ccc(N(CC(=O)NC2CCCCC2)C(=O)CCC(=O)Nc2cc(C)ccn2)cc1

assay / compound	33	34	35	36	37	38	39	40
FEN1 inhibitor	3%	-1%	2%	-7%	.	-2%	-24%	-2%
TDP1 cell CPT	-10%&-13%	-10%	-8%	-27%	1%	3%	-12%	-7%
KAT2A inh	-8%	-14%	7%	0%	-10%	?	-7%	-4%

#41 CCOC(=O)c1cn2ccc(C)cc2n1
#42 Cc1c(Cl)cccc1Nc1nn2c(=O)c3ccc(C(=O)NCCC4=CCCCC4)cc3nc2s1
#43 O=C(COC(=O)c1cnccn1)Nc1ccc(Cl)cc1C(F)(F)F
#44 CCOc1ccc(N(CC(=O)NCc2ccc(F)cc2)S(=O)(=O)c2c(C)noc2C)cc1
#45 Cc1ccc(C(OCC(O)CN2CCCCC2CO)c2ccccc2)cc1 (configuration not stated)
#46 CCOC(=O)c1cc(-c2ccccc2)n(CC(=O)NCc2ccc(C)cc2)c1C
#47 CC(O)CNc1nc(NCc2ccccc2)c2cnn(C)c2n1 (configuration not stated)
#48 CC(C)CCN(C(=O)Nc1ccc(Cl)c(Cl)c1)C(C)c1cccs1 (configuration not stated)

assay / compound	41	42	43	44	45	46	47	48
FEN1 inhibitor	3%	-16%	0%	14%	9%	-8%	14%	10%
TDP1 cell CPT	?	?	-3%	?	-22%	?	-3%	?
KAT2A inh	-6%	-2%	2%	-4%	0%	-6%	-4%	2%

#49 Cc1ccc(O)c(C(=O)/C=C/c2ccc3c(c2)OCCO3)c1
#50 CC(C)n1nc(C(=O)Nc2nc3ccccc3[nH]2)c2ccccc2c1=O
#51 Nc1nnnn1/N=C/C=C/c1ccccc1
#52 CC(=O)NC1CC2CCCC(C1)N2C(=O)Nc1ccccc1 (configuration not stated)
#53 CN=C1CC(SC)=C1c1ccc(C)cc1
#54 O=C(CSCn1nnc2c(=O)[nH]c(Cc3ccc(F)cc3)nc21)Nc1ccccc1
#55 CCCn1cnc2cc(NCc3ccc(Br)cc3)ccc21
#56 CC(=NNc1nc2ccccc2o1)c1cc2ccccc2cn1

assay / compound	49	50	51	52	53	54	55	56
FEN1 inhibitor	-11%	-4%	-9%	2%	6%	-2%	-21%	?
TDP1 cell CPT	16µM*	?	-4%	-1%	16µM*	-1%	?	0.13µM*
KAT2A inh	-11%	-13%	-4%	-2%	0%	-4%	-10%	.

#57 CCOC(=O)c1cc(S(=O)(=O)NC2CCCCC2)cn1C
#58 O=C(CSc1nnc2ccc(-c3ccco3)nn12)Nc1ccccc1F
#59 CCCCc1cc(=O)oc2cc(OCC(=O)NC(Cc3c[nH]c4ccc(O)cc34)C(=O)O)ccc12 (configuration not stated)
#60 COc1ccccc1-c1nccc(Nc2ccc(F)cc2)n1
#61 Cc1cccc(C)c1OCC(=O)Nc1cc(Cl)ccc1-n1cncn1
#62 Cc1nc2ncnn2c(C)c1CCC(=O)Nc1ccc(S(=O)(=O)N2CCCCCC2)cc1
#63 Clc1ccccc1-c1cc(COc2ccc3ccccc3c2)no1
#64 CCOC(=O)C(c1ccccc1)C(Nc1cc(C(F)(F)F)cc(C(F)(F)F)c1)c1ccccn1 (configuration not stated)

assay / compound	57	58	59	60	61	62	63	64
FEN1 inhibitor	14%	1%	-2%	.	-15%	-14%	-7%	0%
TDP1 cell CPT	-6%	?	10%	23µM*	-8%	-24%	-24%	-25%
KAT2A inh	-7%	-11%	-17%	-18%	-4%	-8%	1%	0%

#65 COc1ccc(-n2c(=O)c3ccccc3n(CC(=O)NCC3CCCO3)c2=O)cc1 (configuration not stated)
#66 COc1ccc(-c2ccc3c(c2)C2CC3CCN2)cc1 (configuration not stated)
#67 O=C(Nc1ccc2nc3n(c(=O)c2c1)CCCCC3)c1ccccc1Cl
#68 Cc1cc(C)cc(NC(=O)CSc2nc(=O)n(CCN3CCOCC3)c3c2CCCC3)c1
#69 COc1cccc(-n2c(=O)[nH]cc(C(=O)Nc3ccc4c(c3)OCCO4)c2=O)c1
#70 NS(=O)(=O)c1cccc(NC(=O)COC(=O)c2cc(-c3ccc(Cl)cc3)nc3ccccc23)c1
#71 Cc1ccsc1C(=O)NNC(=O)Nc1ccc(Cl)c(Cl)c1
#72 CC1=C(C(=O)Nc2ccc(Cl)cc2)C(C(C)C)n2nc(SCc3cccc(C)c3)nc2N1 (configuration not stated)

assay / compound	65	66	67	68	69	70	71	72
FEN1 inhibitor	4%	-6%	-20%	7%	22%	-24%	6%	11%
TDP1 cell CPT	-4%	-98%	?	-10%	4.1µM*	?	-6%	?
KAT2A inh	-7%	.	-2%	1%	-1%	-25%	-13%	-9%

#73 CCCCN(C)Cc1c(C)[nH]c2ccc(Cl)cc2c1=O
#74 O=C(CCc1[nH]c2ccccc2c1Sc1ccccc1)N(CCO)CCO
#75 CCOc1ccc(NC(=O)C2CCCN(S(=O)(=O)c3ccc(-n4cnnn4)cc3)C2)cc1 (configuration not stated)
#76 COC(=O)CN1C(=O)[C@@H]2[C@H](C1=O)[C@@H]1CC(C(=O)OC)=C[C@@H](C(=O)OC)[C@@H]3C1=C(C(=O)[C@@]3(C)NC(=O)c1ccccc1)[C@@H]2C
#77 CCN(Cc1ccccc1)S(=O)(=O)c1c(C)n(C)c(=O)n(C)c1=O
#78 Cc1ccc(Cl)cc1N1CCN(C(=O)c2cccn2-c2nnc(N3CCCC3)s2)CC1
#79 Cc1c(Cl)cccc1NC(=O)Nc1ccccc1C(N)=O
#80 O=C(NCc1ccco1)c1cnc2n(c1=O)CCS2

assay / compound	73	74	75	76	77	78	79	80
FEN1 inhibitor	7%	2%	-6%	2%	0%	11%	6%	-7%
TDP1 cell CPT	-10%	?	17%	4%	3%	12µM*	4.1µM*	-19%
KAT2A inh	-4%	0%	-7%	.	-6%	-11%	-2%	-4%

#81 O=C(Cc1ccc(NC(=O)N2CCCCc3ccccc32)cc1)Nc1ccccc1Br
#82 Nc1cc(N)nc(SCC(=O)Nc2ccc(Br)cc2Cl)n1
#83 O=C1CC(CCC(=O)NC2CC2)c2ccccc2N1 (configuration not stated)
#84 COc1ccc(-c2sc3ccc(N4CCOCC4)cc3c2-c2ccc(OC)c(F)c2)cc1
#85 O=C(O)c1cc(S(=O)(=O)NC23CC4CC(CC(C4)C2)C3)ccc1Cl
#86 CCOC(=O)CSc1ncnc2c1cnn2-c1ccc(Cl)cc1
#87 C=CC[C@@H](CC(=O)N(CCO)Cc1ccccc1)C(=O)N[C@@H](COC(=O)[C@@H](CC=C)Cc1ccc(F)cc1)Cc1ccccc1

assay / compound	81	82	83	84	85	86	87
FEN1 inhibitor	-4%	0%	0%	16%	2%	5%	-2%
TDP1 cell CPT	?	?	6%	?	7%	-12%	21µM*
KAT2A inh	-14%	0%	-6%	-2%	-9%	1%	-13%
